PfHsp40 rescue = restores yeast growth despite PfHsp40 toxicity; S. cerevisiae expressing PfHsp40, growth rescue, ATP luminescence; growth rescue, % at 12.5 µM; 0.68% of 340,000 active; AID 504582; in the data active means growth rescue above about 28%, passing the limit was not always enough; inconclusive means no clear call, values can overlap the other calls;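 further: yeast W303a lacking pdr1 and pdr3 grown in galactose medium; growth measured after three days at 30 °C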
BoNT F protease = blocks Botulinum neurotoxin F light chain protease; Multiplex microsphere protease cleavage assay, flow cytometry; inhibition, % at 10 µM; 0.22% of 360,000 active; AID 588497; in the data active means inhibition above about 35%, passing the limit was not always enough; inconclusive means no clear call, values can overlap the other calls; further: plate controls were buffer without enzyme for full effect and enzyme alone for no effect
Mtb BioA inh = blocks M. tuberculosis BioA enzyme activity | purified M. tuberculosis BioA enzyme, plate reader | inhibition, % at 9.99 µM | 0.096% of 360,000 active | AID 602481; in the data active means inhibition above about 40%; inconclusive means no clear call, values can overlap the other calls
GDH-TPI counter = GDH-TPI coupled enzyme inhibition counter-screen; 1.2% of 360,000 active; GDH-TPI coupled enzyme counterscreen, NADH absorbance; inhibition, % at 4.8 µM; in the data active means inhibition above about 30%;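 further: 0% = DMSO wells and 100% = wells lacking the enzyme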
Anthrax LF prot = inhibitors of Bacillus anthracis lethal factor protease; multiplex microsphere protease cleavage assay, LF; inhibition, % at 10 µM; 0.12% of 360,000 active; AID 588501; further: plate controls were buffer without enzyme for full effect and enzyme alone for no effect
Target sequence (P15917 whole entry, looked up): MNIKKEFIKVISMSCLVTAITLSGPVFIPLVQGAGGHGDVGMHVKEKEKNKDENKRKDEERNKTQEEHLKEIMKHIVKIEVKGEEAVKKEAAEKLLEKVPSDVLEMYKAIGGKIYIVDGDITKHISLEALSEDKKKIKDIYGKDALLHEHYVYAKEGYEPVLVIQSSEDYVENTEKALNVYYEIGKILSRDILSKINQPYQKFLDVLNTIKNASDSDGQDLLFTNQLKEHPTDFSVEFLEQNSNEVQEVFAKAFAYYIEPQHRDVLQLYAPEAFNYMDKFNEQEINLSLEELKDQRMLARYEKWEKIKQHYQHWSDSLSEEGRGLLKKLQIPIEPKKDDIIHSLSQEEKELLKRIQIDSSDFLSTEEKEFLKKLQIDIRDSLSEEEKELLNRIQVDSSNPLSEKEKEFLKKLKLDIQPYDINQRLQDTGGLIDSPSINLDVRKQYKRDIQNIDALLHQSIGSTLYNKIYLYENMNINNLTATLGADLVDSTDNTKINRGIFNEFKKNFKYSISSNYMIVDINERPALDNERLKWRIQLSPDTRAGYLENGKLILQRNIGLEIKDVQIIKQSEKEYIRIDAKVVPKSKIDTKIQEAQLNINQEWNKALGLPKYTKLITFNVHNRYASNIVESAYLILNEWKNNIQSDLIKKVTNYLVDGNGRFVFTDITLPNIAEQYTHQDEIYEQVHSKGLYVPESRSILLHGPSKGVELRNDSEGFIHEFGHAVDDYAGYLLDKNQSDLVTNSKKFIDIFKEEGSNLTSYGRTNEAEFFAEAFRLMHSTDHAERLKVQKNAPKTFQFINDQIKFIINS
Mtb FBA inh = inhibitors of M. tuberculosis fructose-bisphosphate aldolase | P9WQA3 | purified M. tuberculosis FBA, fluorescence read-out | inhibition, % at 1 µM | 2.3% of 360,000 active | AID 588726; in the data active means inhibition above about 27%;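 further: 0% = vehicle and 100% = reference inhibitor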
Mtb UGM inh = blocks M. tuberculosis UGM enzyme | inhibition, % at 10 µM | AID 504406 | purified UGM, fluorescence polarization probe displacement | P9WIQ1 | 0.06% of 320,000 active; in the data active means inhibition above about 10%, passing the limit was not always enough; inconclusive means no clear call, values can overlap the other calls
BoNT-A LC inh2 = inhibitors of Botulinum neurotoxin A light chain protease. 0.17% of 360,000 active. AID 588499. inhibition, % at 10 µM. multiplex microsphere protease substrate cleavage, flow cytometry; further: plate controls were buffer without enzyme for full effect and enzyme alone for no effect
FadD28 binding = blocks FadD28 binding to the bisubstrate probe; fluorescence polarization; inhibition, % at 12.5 µM; 0.22% of 360,000 active; AID 588549; in the data active means inhibition above about 8.5%, passing the limit was not always enough; inconclusive means no clear call, values can overlap the other calls
The depositor's hits bear a star. Unless noted, no stated cut-off is given here; in the data, active means inhibition above about 30%; inconclusive means no clear call, values can overlap the other calls; inactive means below that.

What do the screens show for `CCOC(=O)c1c(CC(C)C)csc1NC(=O)COC(=O)C1=NNC(=O)CC1`?
BoNT F protease: -9.5; GDH-TPI counter: -0.7; Anthrax LF prot: -0.9; Mtb FBA inh: -1.4; Mtb UGM inh: -0.9; BoNT-A LC inh2: -0.7; FadD28 binding: -2.6

How did CCCCNC(=O)CCC(=O)NNc1nc2ccccc2c2nc(-c3ccccc3)nn12 do in these assays?
PfHsp40 rescue: -0.1; BoNT F protease: -2.0; GDH-TPI counter: -2.6; Anthrax LF prot: 0.8; Mtb FBA inh: -4.7; BoNT-A LC inh2: 0.1; FadD28 binding: -4.4

What do the screens show for `COc1ccc(C2C(C(=O)N3CCN(C)CC3)c3cc(OC)c(OC)cc3C(=O)N2C)cc1` (stereo unspecified)?
PfHsp40 rescue: 0.7; BoNT F protease: -6.0; Mtb BioA inh: -2.3; GDH-TPI counter: 3.7; Anthrax LF prot: -5.3; Mtb FBA inh: 2.9; Mtb UGM inh: 1.1; BoNT-A LC inh2: -0.3; FadD28 binding: -1.1

Results for Cc1cc(C)nc(NC(=S)Nc2ccc(F)cc2F)c1 ?
PfHsp40 rescue: -1.3; BoNT F protease: 1.7; Mtb BioA inh: -0.2; GDH-TPI counter: 2.2; Anthrax LF prot: -4.1; Mtb FBA inh: -3.2; Mtb UGM inh: 1.0; BoNT-A LC inh2: -0.3; FadD28 binding: -4.1

Results for NC(=O)c1ccccc1NS(=O)(=O)c1ccc(F)cc1 ?
PfHsp40 rescue: 0.0; BoNT F protease: 2.5; GDH-TPI counter: -1.2; Anthrax LF prot: -3.5; Mtb FBA inh: 22.7; Mtb UGM inh: 0.3; BoNT-A LC inh2: 0.9; FadD28 binding: -0.7

What do the screens show for `COc1ccc(C(CCNC(C)c2ccccc2)c2ccc(F)cc2)cc1` (stereo unspecified)?
PfHsp40 rescue: 0.4; BoNT F protease: -15.4; Mtb BioA inh: 1.9; GDH-TPI counter: 1.8; Anthrax LF prot: -2.9; Mtb FBA inh: 0.0; Mtb UGM inh: -0.3; BoNT-A LC inh2: 0.0; FadD28 binding: -4.3

What do the screens show for `CCc1cc2c(N3CCN(C(=O)c4ccco4)CC3)ncnc2s1`?
PfHsp40 rescue: -0.4; BoNT F protease: -12.8; Mtb BioA inh: 15.1; GDH-TPI counter: -3.1; Anthrax LF prot: -3.3; Mtb FBA inh: 5.9; Mtb UGM inh: 0.2; BoNT-A LC inh2: -0.2; FadD28 binding: -4.1

How did COc1ccccc1CNC(=O)C(=O)NCC1CCCN1S(=O)(=O)c1cc(C)ccc1C (stereo unspecified) do in these assays?
BoNT F protease: -0.7; Mtb BioA inh: 0.1; GDH-TPI counter: -1.8; Anthrax LF prot: 4.0; Mtb FBA inh: -0.5; BoNT-A LC inh2: -0.1; FadD28 binding: -4.2

What do the screens show for `CCc1nc2ccccc2c(=O)n1-c1cccc(OC)c1`?
PfHsp40 rescue: 0.5; BoNT F protease: -4.3; Mtb BioA inh: 5.8; GDH-TPI counter: 4.2; Anthrax LF prot: -5.7; Mtb FBA inh: 5.1; Mtb UGM inh: 1.6; BoNT-A LC inh2: 0.8; FadD28 binding: 0.7

What do the screens show for `COc1cc(OC)cc(C(=O)N2CCN(C(=O)c3cccc(F)c3)CC2)c1`?
PfHsp40 rescue: -0.9; BoNT F protease: 9.9; Mtb BioA inh: 1.3; GDH-TPI counter: 7.0; Anthrax LF prot: 0.6; Mtb FBA inh: 1.2; Mtb UGM inh: -4.5; BoNT-A LC inh2: -0.4; FadD28 binding: -0.7

What do the screens show for `COC(=O)CN(c1ccc(OC)c(OC)c1)S(C)(=O)=O`?
PfHsp40 rescue: 0.6; BoNT F protease: -9.0; Mtb BioA inh: 2.3; GDH-TPI counter: -6.1; Anthrax LF prot: -1.4; Mtb FBA inh: -2.5; Mtb UGM inh: 0.7; BoNT-A LC inh2: -0.5; FadD28 binding: 0.3

What do the screens show for `Cc1ccc2nc(N3CCC(C(=O)O)CC3)nc(-c3ccccc3)c2c1`?
PfHsp40 rescue: -1.0; BoNT F protease: 1.4; Mtb BioA inh: 1.3; GDH-TPI counter: 8.1; Anthrax LF prot: 2.4; Mtb FBA inh: 12.2; Mtb UGM inh: -0.2; BoNT-A LC inh2: 3.0; FadD28 binding: -2.6

Results for CCN(CC)CCNC(=O)CNC(=S)N(CCCN1CCOCC1)Cc1cccs1 ?
PfHsp40 rescue: -1.0; BoNT F protease: -1.5; Mtb BioA inh: 1.7; GDH-TPI counter: 9.8; Anthrax LF prot: 1.4; Mtb FBA inh: 5.3; Mtb UGM inh: -5.7; BoNT-A LC inh2: 0.0; FadD28 binding: -0.1

What do the screens show for `O=C(Cc1ccccc1)Nc1ccc(N2CCN(Cc3ccccc3F)CC2)cc1`?
PfHsp40 rescue: -0.1; BoNT F protease: 5.6; Mtb BioA inh: -1.8; GDH-TPI counter: 0.6; Anthrax LF prot: -11.6; Mtb FBA inh: -0.6; Mtb UGM inh: -1.4; BoNT-A LC inh2: inconclusive; FadD28 binding: -2.6

How did O=CNc1cc2c(cc1Br)-c1ccccc1C2O (stereo unspecified) do in these assays?
PfHsp40 rescue: 0.1; BoNT F protease: -1.0; Mtb BioA inh: 0.3; GDH-TPI counter: -2.5; Anthrax LF prot: -4.9; Mtb FBA inh: -2.1; BoNT-A LC inh2: 0.2; FadD28 binding: -2.6

What do the screens show for `CCC(=O)NC(=S)Nc1ccc(NC(=S)NC(=O)c2ccccc2)cc1`?
PfHsp40 rescue: 14.7; BoNT F protease: 7.1; GDH-TPI counter: 3.9; Anthrax LF prot: -0.5; Mtb FBA inh: -1.1; BoNT-A LC inh2: -0.6; FadD28 binding: -4.1

How did CC1(C)OC(c2ccccc2)=C/C(=C/C=N/NC(=O)c2ccncc2)O1 do in these assays?
PfHsp40 rescue: -0.4; BoNT F protease: -11.8; GDH-TPI counter: 21.4; Anthrax LF prot: -0.8; Mtb FBA inh: -5.1; Mtb UGM inh: 0.8; BoNT-A LC inh2: -0.8; FadD28 binding: -0.1

How did Cc1ccc(OCC(=O)Nc2cccc(S(=O)(=O)N3CCCCC3)c2)c([N+](=O)[O-])n1 do in these assays?
PfHsp40 rescue: -0.2; BoNT F protease: -3.9; GDH-TPI counter: 16.9; Anthrax LF prot: -1.7; Mtb FBA inh: -3.0; Mtb UGM inh: 0.0; BoNT-A LC inh2: -0.7; FadD28 binding: -0.5

Results for CCOc1ccc(CNn2cnnc2)cc1 ?
PfHsp40 rescue: 0.1; Mtb BioA inh: 5.1; GDH-TPI counter: 6.6; Mtb FBA inh: 0.8; Mtb UGM inh: -0.1; FadD28 binding: -1.0

How did Cc1cccc(Cn2nc(-n3cccc3)c3c(C)cc(C)nc32)c1 do in these assays?
PfHsp40 rescue: 2.8; BoNT F protease: -0.2; GDH-TPI counter: -5.0; Anthrax LF prot: -4.3; Mtb FBA inh: 4.2; Mtb UGM inh: 0.3; BoNT-A LC inh2: -0.5; FadD28 binding: -3.9

What do the screens show for `Cc1ccc(S(=O)(=O)N(CC(=O)NC2CCCCCC2)c2ccccc2F)cc1`?
PfHsp40 rescue: -1.5; BoNT F protease: 4.7; Mtb BioA inh: -0.2; GDH-TPI counter: 13.7; Anthrax LF prot: 1.4; Mtb FBA inh: -0.4; Mtb UGM inh: 1.1; BoNT-A LC inh2: 2.8; FadD28 binding: -1.5

Results for COc1cccc(S(=O)(=O)Nc2ccc(C(=O)N3CCCCCC3)cc2)c1 ?
PfHsp40 rescue: 0.7; BoNT F protease: -3.7; Mtb BioA inh: -0.9; GDH-TPI counter: -1.9; Anthrax LF prot: 0.5; Mtb FBA inh: 1.3; Mtb UGM inh: 0.8; BoNT-A LC inh2: -1.4; FadD28 binding: -0.1

How did Cc1ccc(S(=O)(=O)Nc2cccc(C(=O)NCC(c3ccco3)N(C)C)c2)cc1F (stereo unspecified) do in these assays?
PfHsp40 rescue: 0.6; BoNT F protease: -9.0; GDH-TPI counter: 5.7; Anthrax LF prot: inconclusive; Mtb FBA inh: 2.9; Mtb UGM inh: 0.7; BoNT-A LC inh2: -0.4; FadD28 binding: -0.6

How did Cc1cccc(N(Cc2cc3ccccc3[nH]c2=O)C(=O)c2ccco2)c1C do in these assays?
PfHsp40 rescue: 0.2; BoNT F protease: -0.6; Mtb BioA inh: -1.9; GDH-TPI counter: -1.4; Anthrax LF prot: -3.2; Mtb FBA inh: 0.2; Mtb UGM inh: -0.1; BoNT-A LC inh2: 0.2; FadD28 binding: 1.9

What do the screens show for `CCOC(=O)C1=C(CSc2nc3c(cc2C#N)CCC3)OC(N)=C(C#N)C1c1ccccc1` (stereo unspecified)?
PfHsp40 rescue: -1.0; BoNT F protease: -5.2; Mtb BioA inh: -1.5; GDH-TPI counter: 3.6; Anthrax LF prot: 0.5; Mtb FBA inh: 2.7; Mtb UGM inh: -3.5; BoNT-A LC inh2: 1.1; FadD28 binding: -0.1

Results for O=C(Nc1nc2c(F)cc(F)cc2s1)C1COc2ccccc2O1 (stereo unspecified) ?
PfHsp40 rescue: 1.3; BoNT F protease: -2.8; Mtb BioA inh: -0.2; GDH-TPI counter: 6.2; Anthrax LF prot: -3.7; Mtb FBA inh: 0.4; Mtb UGM inh: 0.9; BoNT-A LC inh2: 0.0; FadD28 binding: -4.7

Results for CCCn1c(CN2CCN(C)CC2)nc2ccccc21 ?
PfHsp40 rescue: 0.1; BoNT F protease: 2.8; Mtb BioA inh: -1.9; GDH-TPI counter: 4.8; Anthrax LF prot: -0.4; Mtb FBA inh: -0.9; Mtb UGM inh: -1.8; BoNT-A LC inh2: -0.2; FadD28 binding: -0.3

Results for CC(C#N)On1c(SC(C)C#N)nc2ccccc2c1=O (stereo unspecified) ?
PfHsp40 rescue: -1.6; BoNT F protease: -5.8; Mtb BioA inh: -1.5; GDH-TPI counter: 7.7; Anthrax LF prot: -3.6; Mtb FBA inh: 2.8; Mtb UGM inh: -1.3; BoNT-A LC inh2: -3.7; FadD28 binding: -1.2

How did Cc1cc(C)n2c(Br)c(CN3CCCC(C)C3)nc2n1 (stereo unspecified) do in these assays?
PfHsp40 rescue: 2.2; BoNT F protease: -5.5; Mtb BioA inh: 2.3; GDH-TPI counter: -7.0; Anthrax LF prot: -5.4; Mtb FBA inh: 34.8*; Mtb UGM inh: 0.0; BoNT-A LC inh2: -0.5; FadD28 binding: -3.6

Results for O=C(CCNS(=O)(=O)c1cccs1)Nc1ccccc1F ?
PfHsp40 rescue: -0.9; BoNT F protease: 0.5; Mtb BioA inh: 2.3; GDH-TPI counter: 0.0; Anthrax LF prot: -1.4; Mtb FBA inh: -2.2; Mtb UGM inh: 2.1; BoNT-A LC inh2: 1.5; FadD28 binding: -2.8

Results for O=C(O)C(F)(F)C(NCc1ccccc1)c1ccccc1 (stereo unspecified) ?
PfHsp40 rescue: -0.2; BoNT F protease: -0.9; GDH-TPI counter: 1.0; Anthrax LF prot: -5.2; Mtb FBA inh: 1.5; Mtb UGM inh: 3.9; BoNT-A LC inh2: -1.1; FadD28 binding: -2.2

Results for CCOc1ccccc1NC(=O)COC(=O)CNS(=O)(=O)c1ccc(C)cc1 ?
PfHsp40 rescue: 0.3; BoNT F protease: -7.4; GDH-TPI counter: 1.8; Anthrax LF prot: -5.6; Mtb FBA inh: -1.1; Mtb UGM inh: 2.1; BoNT-A LC inh2: -0.3; FadD28 binding: -2.1

What do the screens show for `CC(=O)c1cn(CC(=O)NCCc2c[nH]c3ccccc23)c2ccccc12`?
PfHsp40 rescue: 0.6; BoNT F protease: inconclusive; Mtb BioA inh: 3.7; GDH-TPI counter: -4.2; Anthrax LF prot: 0.1; Mtb FBA inh: 0.2; Mtb UGM inh: -2.4; BoNT-A LC inh2: -3.4; FadD28 binding: -3.0

Results for COCCCNC(=O)c1ccc2c(c1)OCO2 ?
PfHsp40 rescue: -0.2; BoNT F protease: -1.3; Mtb BioA inh: 0.2; GDH-TPI counter: -2.2; Anthrax LF prot: -0.8; Mtb FBA inh: 0.7; Mtb UGM inh: -3.0; BoNT-A LC inh2: -0.1; FadD28 binding: 1.3

Screening data deposited in PubChem by several laboratories.
